# LAP4-GFP MLPCN: yeast TOR pathway LAP4-GFP modulation | S. cerevisiae LAP4-GFP multiplex, flow cytometry GFP, 3 h; median GFP as percent of DMSO wells | GFP response vs DMSO, % at 10 µM | 320,000 tested, 0.34% active | AID 2023;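 active = GFP response vs DMSO above a set limit, about the screen mean plus 3 SD, cut at about 150% in these data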
# ZTA counter: ZTA (EBV) inhibition in EBNA-1 counter-screen. P03206. AID 2234. ZTA-DNA binding, fluorescence polarization. inhibition, % at 11 µM. 320,000 tested, 0.15% active; in the data active = inhibition above about 33%
# proCasp7 act: counter-screen: procaspase-7 (human) activation. P55210. AID 463210. 330,000 tested, 0.093% active. activation, % at 8.5 µM. recombinant procaspase-7, Ac-DEVD-pNA absorbance 405 nm; D23A/D198A/D206A triple mutant, cannot self-cleave; scale: DMSO 0, 5 µM enzyme 100;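 active = percent activation above the screen-wide mean plus 3 SD, cut at about 25% in these data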
#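 Assay system: Uncleavable procaspase-7 mutant enzyme | Input: 2 µM procaspase-7 mutant as dispensed | Timing: 1 h compound preincubation, 2 h substrate cleavage, 25 °C | Repeats: One well per compound | Control set: DMSO wells as 0%, DMSO with 5 µM added PC-7 as 100% | Technique: Epi-absorbance of released pNA at 405 nm, two timepoints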
# proCasp3 act: activates human procaspase-3 | P42574 | recombinant procaspase-3 D3A, Ac-DEVD-pNA absorbance 405 nm | activation, % at 8.5 µM | 330,000 tested, 0.11% active | AID 463141;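 active = activation above the mean of all tested compounds plus 3 SD, cut at about 21% in these data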;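 note: 0% = DMSO alone and 100% = DMSO wells spiked with extra 5 µM PC-3 D3A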
#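 Test system: Procaspase-3 D3A mutant; medium: Zinc-free HEPES/NaCl buffer with 0.01% Triton X-100 at pH 7.4; reagent: DEVD-pNA substrate; doses: one concentration, 8.5 µM nominal, 0.8% DMSO; times: 1 h preincubation plus 2 h reaction at 25 °C; signal: Epi-absorbance at 405 nm of released p-nitroaniline, 0 and 120 min; replicates: singlicate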
# EBNA-1 inhibitor: blocks EBNA-1 binding to DNA. inhibition, % at 14.8 µM. EBNA-1 DNA binding, fluorescence polarization. 300,000 tested, 0.34% active; in the data active = inhibition above about 28%
# RPL19A-GFP yeast: alters RPL19A-GFP fluorescence in TOR pathway yeast screen. percent response vs DMSO, % at 10 µM. S. cerevisiae RPL19A-GFP strain, flow cytometry, 3 h; hits give low values. 330,000 tested, 0.3% active;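 active = percent response vs DMSO below 50%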;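 note: median channel GFP fluorescence of the barcoded RPL19A-GFP strain; ratio of sample median GFP to plate DMSO average so 100% = DMSO; lower means less RPL19A-GFP as with rapamycin TOR inhibition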
# AHR activator: human AHR activation; 320,000 tested, 2.5% active; AHR-responsive luciferase reporter cells, luminescence; P35869; activation, % at 5 µM; in the data active = activation above about 47%;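 note: 0% = vehicle wells and 100% = reference agonist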
# MEP2-GFP yeast: modulators of TOR pathway MEP2-GFP in S. cerevisiae | S. cerevisiae MEP2-GFP strain, flow cytometry GFP, 3 h; 100% = DMSO control level | GFP response vs DMSO, % at 10 µM | 330,000 tested, 0.51% active | AID 2016;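 active = GFP response versus DMSO above a set limit, roughly screen mean plus 3 SD, cut at about 180% in these data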;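 note: median GFP fluorescence of the barcode-gated MEP2-GFP cells per well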
# The depositor's hits bear a star; . = not tested or not shown; + = active, no number; [ ] = remark or other dose.
SMILES,LAP4-GFP MLPCN,ZTA counter,proCasp7 act,proCasp3 act,EBNA-1 inhibitor,RPL19A-GFP yeast,AHR activator,MEP2-GFP yeast
O=C(Nc1ccn(Cc2c(F)c(F)cc(F)c2F)n1)c1ccc(COc2cc(Cl)ccc2Cl)o1,97,-6,-4,4,-5,98,-2,103
COc1ccc(C(=O)N2CCOC2CNC(=O)C(=O)NCc2ccccc2Cl)cc1 (stereo unspecified),101,-5,-1,-3,-7,97,-1,95
COc1cccc(-c2csc(N3CCN(C(=O)Nc4ccccc4OC)CC3)n2)c1,111,20,5,1,2,100,12,112
O=C(COC(=O)c1cc(Br)ccc1O)NC12CC3CC(CC(C3)C1)C2,103,.,5,8,.,94,0,110
O=C(CN1CCN(S(=O)(=O)c2ccc(Cl)cc2)CC1)NCc1cccs1,111,2,7,11,-1,94,4,103
O=C(CN1C(=O)C2(OCCO2)c2ccccc21)c1ccc(Cl)cc1,122,1,-3,6,0,99,1,104
COCc1nnc(NC(=O)c2ccc(NC(C)=O)cc2)s1,98,4,-6,0,1,103,2,105
C(=N\Nc1nc2ccccc2[nH]1)/C1CCCCC1,104,10,1,-3,6,102,37,105
COc1ccc(-n2c(Cn3nnc4ccccc43)nnc2SCC(=O)O)cc1,103,11,1,4,-7,96,2,98
COc1ccc(NS(=O)(=O)c2ccc(F)cc2F)cn1,109,1,6,-2,-17,105,-2,102
Cc1cccc(/C(N)=N/OC(=O)N2CCOCC2)c1,92,-13,-8,3,-3,95,3,90
CCCCn1nnnc1SCC(=O)Nc1cccc(C)c1,95,2,9,1,-3,106,8,98
O=C(Nc1ccc(-n2cnnn2)cc1)C1CCCCC1,92,14,-14,0,-4,91,-1,100
CCN(CC)S(=O)(=O)c1cccc(NC(=O)COc2ccc(F)cc2Br)c1,109,8,9,0,0,100,0,102
O=C(CSc1nc(=O)n(CCCN2CCOCC2)c2c1CCCC2)Nc1ccccc1Cl,97,-10,-4,-6,-16,109,0,107
CC(OC(=O)Cn1[nH]c(=O)c2ccccc2c1=O)C(=O)Nc1ccc(Cl)cn1 (stereo unspecified),105,-5,-1,11,.,100,-1,105
O=S(=O)(NC1CCCCC1)c1ccc(Br)s1,106,1,-2,14,3,98,-1,106
Cc1ccc2nc(-c3ccc(N4C(=O)CC(N5CCN(CCO)CC5)C4=O)cc3)sc2c1 (stereo unspecified),101,-7,8,3,-4,98,-3,105
CC(=O)Nc1cccc(NC(=O)CSc2nc3ccccc3o2)c1,100,-23,4,-2,6,97,6,103
C/C(CC(=O)Nc1ccc(Cl)cc1C(F)(F)F)=N\NC(N)=S,110,6,-4,4,-1,98,1,102
Cc1nc(N)sc1-c1csc(Nc2ccc(Cl)cn2)n1,164*,-5,-14,-4,8,91,76*,95
CCCNC(=O)c1nc(C)n(-c2cc(Cl)cc(Cl)c2)n1,95,2,1,-3,-17,101,-6,96
CCOc1ccc2nc(N(CCCN(C)C)C(=O)c3ccc4c(c3)CCCC4)sc2c1,84,-1,-1,8,7,102,-10,94
COc1ccc(NC(=O)CN(C)S(=O)(=O)c2cccc3cccnc23)cc1,98,-1,6,4,12,99,-3,103
CC1(C)Cc2c(C#N)c(OCC(=O)c3ccc(Cl)cc3)nc(-c3ccoc3)c2CO1,96,-4,5,5,-3,100,-3,105
C/C(=N\NC(=O)c1ccc(Cl)cc1)c1ccc(Br)s1,98,0,15,-3,-2,97,15,98
O=C(O)CCCCCNC(=O)c1cccc(Br)c1,120,5,4,5,5,107,3,111
COc1nc(-c2ccccc2)nc(C)c1CC(=O)O,95,-2,6,2,0,103,0,101
CN(C)S(=O)(=O)N1CCC(Oc2cccc(C(=O)N3CCCCCC3)c2)CC1,100,2,2,10,-1,96,5,91
c1ccc(OCCN2CCN(C(c3ccccc3)c3ccccc3)CC2)cc1,85,6,-6,-3,4,101,2,96
CCOC(=O)Nc1ccc(S(=O)(=O)N2CCC(C)CC2)cc1,110,-2,14,3,1,93,-1,94
Cc1cccc(NC(=O)CN(c2ccc(C(C)C)cc2)S(=O)(=O)c2c(C)nn(C)c2C)n1,99,13,0,3,-6,100,15,104
COc1ccc(-c2ccc(SC)nn2)cc1,109,-20,-4,-2,-3,106,-7,113
O=C(c1ccccc1)c1ccc(OC(=O)N2CCOCC2)cc1,112,11,13,0,9,99,-1,102
O=C(c1ccc(-c2ccccc2)cc1)N1CCC(C(=O)N2CCCC2)CC1,94,-19,-2,-5,10,97,1,99
C=CCNC(=O)C(=O)NCC1CCCN1CC (stereo unspecified),97,3,10,-4,-16,101,8,107
Cc1nnc(SCc2ccc3c(c2)OCO3)s1,123,6,0,2,5,119,6,109
O=C(NCc1ccccc1)C(c1ccc(F)cc1)N(Cc1cccs1)C(=O)c1cnccn1 (stereo unspecified),98,9,1,3,-4,99,6,99
CCOC(=O)C1CCN(C(=O)c2ccccc2N(C)S(=O)(=O)c2ccccc2)CC1,103,-12,-3,1,-9,104,-4,108
CC(C)OC(=O)c1ccc(COc2ccc3ccc(=O)oc3c2)o1,89,-3,-10,1,1,90,1,100

# Reformatted: entries from further up.
SMILES: O=C(COC(=O)c1cc(Br)ccc1O)NC12CC3CC(CC(C3)C1)C2
- LAP4-GFP MLPCN: 103
- ZTA counter: .
- proCasp7 act: 5
- proCasp3 act: 8
- EBNA-1 inhibitor: .
- RPL19A-GFP yeast: 94
- AHR activator: 0
- MEP2-GFP yeast: 110

SMILES: O=C(Nc1ccn(Cc2c(F)c(F)cc(F)c2F)n1)c1ccc(COc2cc(Cl)ccc2Cl)o1
- LAP4-GFP MLPCN: 97
- ZTA counter: -6
- proCasp7 act: -4
- proCasp3 act: 4
- EBNA-1 inhibitor: -5
- RPL19A-GFP yeast: 98
- AHR activator: -2
- MEP2-GFP yeast: 103

SMILES: CC(C)OC(=O)c1ccc(COc2ccc3ccc(=O)oc3c2)o1
- LAP4-GFP MLPCN: 89
- ZTA counter: -3
- proCasp7 act: -10
- proCasp3 act: 1
- EBNA-1 inhibitor: 1
- RPL19A-GFP yeast: 90
- AHR activator: 1
- MEP2-GFP yeast: 100

SMILES: O=C(NCc1ccccc1)C(c1ccc(F)cc1)N(Cc1cccs1)C(=O)c1cnccn1 (stereo unspecified)
- LAP4-GFP MLPCN: 98
- ZTA counter: 9
- proCasp7 act: 1
- proCasp3 act: 3
- EBNA-1 inhibitor: -4
- RPL19A-GFP yeast: 99
- AHR activator: 6
- MEP2-GFP yeast: 99

# (list continues)
SMILES,LAP4-GFP MLPCN,ZTA counter,proCasp7 act,proCasp3 act,EBNA-1 inhibitor,RPL19A-GFP yeast,AHR activator,MEP2-GFP yeast
C=CCn1c(SCC(N)=O)nnc1-c1cccc(Br)c1,103,-9,6,10,-2,102,1,114
O=C(NCCc1cccc(Cl)c1)c1ccc(Cl)c([N+](=O)[O-])c1,107,8,0,-5,3,104,2,107
COc1cc(C(=O)N2CCC(C(N)=O)CC2)ccc1OCc1c(C)noc1C,106,.,13,1,.,100,0,103
Cc1cccc(OCc2nnc(SCc3cc(=O)[nH]c4ccccc34)n2-c2ccccc2)c1,104,6,-2,0,3,104,13,108
COc1ccc(C(=O)OCC(=O)NC2CCCCCC2)cc1OC,99,4,-4,6,.,96,0,92
CCN1/C(=C\c2ccc3ccccc3[n+]2CC)Sc2cc(C)ccc21,501*[may fluoresce green],4,-12,-29,0,228[may fluoresce green],-8,+[may fluoresce green]
O=C(CNC1CC1)Nc1cc(C(F)(F)F)ccc1Cl,103,10,-3,-3,12,99,-3,101
Cc1ccc(CC(SCc2ccccc2)C(=O)O)cc1C (stereo unspecified),101,12,-3,4,-10,98,0,103
O=C(OCN1C(=O)c2ccccc2C1=O)c1ccc(Cl)nc1,97,-1,-5,1,-7,96,-1,99
COCCn1c(SCC(=O)N2CC(=O)Nc3ccccc32)nc2ccccc21,93,16,2,7,-2,102,17,99
CC(OC(=O)c1ccccc1NCCO)C(=O)NCC(=O)Nc1ccc(F)c(F)c1F (stereo unspecified),102,4,3,4,11,97,2,97
O=C(COC(=O)c1cc(Br)ccc1Cl)NC(=O)NCc1ccccc1,99,-14,5,6,0,99,3,104
COc1ccc(-c2nnc(SCCOc3cccc(C)c3)n2N)cc1,100,4,6,5,7,99,-2,108
CCC(C(=O)NCCCN1CCCCCC1)n1nc(C)c2sc3ccccc3c2c1=O (stereo unspecified),106,3,-11,9,-12,111,1,108
COCCNC(=O)C1CC(c2cccc(OC)c2)=NO1 (stereo unspecified),89,-21,-11,8,-3,95,-1,92
COc1cccc(NC(=O)N2CCC(n3nnc4ccccc43)CC2)c1,90,1,1,-2,-2,97,3,111
CC(C(=O)N1CCOCC1)(c1ccccc1)c1ccccc1,102,-6,11,4,-9,100,-1,103
O=C(NCc1ccco1)NC(=O)c1csc([N+](=O)[O-])c1,.,10,-1,-1,10,105,4,105
COc1ccc(/C=C(\C#N)C(=O)OCC(=O)NCc2ccccc2OC)cc1,100,-3,7,5,1,98,-2,99
CCOC(=O)Nc1cc2c(C)cc(=O)oc2cc1C,104,-13,4,5,-20,102,6,108
O=C(Nc1ccc(Cl)c(S(=O)(=O)N2CCOCC2)c1)C1CCCC1,100,.,10,2,.,98,1,101
COCCOC(=O)C1=C(C)NC(=O)NC1c1c(F)cccc1Cl (stereo unspecified),107,7,8,1,13,105,1,100
CCN1CCN(C(=O)/C=C/c2c(F)cccc2Cl)CC1,113,-15,3,3,0,122,12,121
CCn1c(SCC(=O)Nc2ccc(OC)cc2)nc2nc3c(cc2c1=O)CCCC3,107,-7,-1,-1,-2,96,2,98
CCCCC(CC)C(=O)NCc1ccc(F)cc1 (stereo unspecified),98,-9,-8,-5,2,101,0,98
CCCCOc1ccc(Cl)cc1CSc1nnc(CC)n1N,107,0,-4,0,0,103,6,105
Cc1ccc(C23CC4CC(CC(C(=O)NC(C)C(N)=O)(C4)C2)C3)cc1 (stereo unspecified),100,7,5,0,-8,102,12,115
CC(C)N1CCc2c(sc(NC(=O)c3ccc(S(=O)(=O)N4CCc5ccccc54)cc3)c2C(N)=O)C1,106,-12,12,-15,8,104,10,106
O=C(NC12CC3CC(CC(C3)C1)C2)c1cnccn1,104,-6,7,11,-7,98,0,108
CCc1nc(OCc2ccccc2)c2sc3nc4c(cc3c2n1)COC(C)(C)C4,89,-2,-13,10,-3,88,2,100
O=C(N/C=N/OCc1ccc(Cl)cc1Cl)NOCc1ncc(C(F)(F)F)cc1Cl,92,-5,17,-2,-6,98,4,101
CCCCCCn1c(=O)[nH]c2c(c1=O)CCC2,107,1,8,-12,9,95,-5,99
C/C(=N/NC(=O)c1cn(-c2cccc(C)n2)cn1)c1ccc(C)cc1,99,-15,-4,5,2,68,21,139
CCC(C)NC(=O)CSC1=Nc2ccccc2C2=NC(CC(=O)NCc3ccccc3)C(=O)N12 (stereo unspecified),106,-23,-11,1,0,98,1,100
C=CCNC(=O)NC(=O)CSc1nnc(C(F)(F)F)n1C,101,11,4,9,11,99,7,101
CCOC(=O)N1CCN(C(=O)c2ccc(C)c(S(=O)(=O)Nc3cccc(C)c3C)c2)CC1,98,2,14,-4,2,107,1,107
O=C(O)COc1nsnc1N1CCOCC1,104,0,-9,3,5,103,2,108
CC(=O)c1cccc(NC(=O)C2CCCN(S(=O)(=O)c3cccc4cccnc34)C2)c1 (stereo unspecified),107,0,-8,1,-2,104,4,116
O=C(N/N=C/c1cn(-c2ccccc2)nc1-c1cccs1)c1ccncc1,100,-6,-32,-30,-3,95,16,102
O=C(O)CCOc1ccc2c(c1)OCCO2,98,12,7,2,5,97,1,98
Cc1nn(C)cc1CNC(=O)c1cccc(Br)c1,99,4,-8,-1,-15,98,16,103

# Screening results (PubChem BioAssay)
